M5 antag = CHRM5 antagonism in calcium assay | CHO-hM5 cells, Fluo-8 calcium fluorescence, ACh EC80 | inhibition, % at 3 µM | hit rate 0.59% among 360,000 | AID 624040;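 active = inhibition above a per-plate cutoff, the mean of that plate's test compounds plus 3 SD, cut at about 27% in these data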;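 note: 0% = acetylcholine EC80 with DMSO and 100% = DMSO without agonist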
Target sequence (P08912 whole entry, looked up): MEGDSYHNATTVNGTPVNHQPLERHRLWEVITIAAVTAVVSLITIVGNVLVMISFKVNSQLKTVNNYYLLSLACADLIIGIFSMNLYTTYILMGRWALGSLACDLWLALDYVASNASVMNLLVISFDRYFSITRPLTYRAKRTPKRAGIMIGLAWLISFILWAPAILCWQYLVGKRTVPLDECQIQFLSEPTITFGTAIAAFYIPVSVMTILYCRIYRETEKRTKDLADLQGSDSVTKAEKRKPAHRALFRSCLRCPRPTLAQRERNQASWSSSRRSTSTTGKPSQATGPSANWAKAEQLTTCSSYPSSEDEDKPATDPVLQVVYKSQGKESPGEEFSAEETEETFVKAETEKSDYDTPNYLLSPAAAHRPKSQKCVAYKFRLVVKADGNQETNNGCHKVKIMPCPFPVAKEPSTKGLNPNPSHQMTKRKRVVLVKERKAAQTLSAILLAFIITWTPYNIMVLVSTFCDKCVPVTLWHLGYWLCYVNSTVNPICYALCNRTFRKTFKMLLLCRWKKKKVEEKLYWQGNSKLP
M1 PAM parental = counter-screen for M1 PAMs: effect in parental CHO-K1 cells; ATP EC20, Fluo-8 calcium fluorescence; 0% at ATP EC20, 100% at ATP max; activation, % at 3 µM; hit rate 0.02% among 360,000; AID 602247;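 active = activation above the run cutoff, the mean activation of all test compounds plus 3 SD, cut at about 40% in these data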;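 note: peak over basal fluorescence ratio in a 140 s read after ATP addition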
CHO-K1 Ca antag = M1 antagonist counterscreen hit in parental CHO-K1 cells; inhibition, % at 3 µM; AID 602250; ATP-induced calcium, Fluo-8 fluorescence; hit rate 0.6% among 360,000;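 active = inhibition above a per-plate cutoff, the plate's mean sample inhibition plus 3 SD, cut at about 24% in these data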;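 note: 0% = DMSO plus EC80 ATP and 100% = DMSO alone without ATP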
M5 ag = CHRM5 agonism in calcium assay | P08912 | CHO-K1 hM5 cells, Fluo-8 calcium fluorescence; 0% DMSO wells, 100% maximal acetylcholine response | activation, % at 3 µM | hit rate 0.19% among 360,000 | AID 624037;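 active = activation above the run's mean over test compounds plus 3 SD, cut at about 23% in these data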;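 note: signal is peak over basal fluorescence ratio across the kinetic read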
CHRM4 PAM = potentiates acetylcholine response at human M4 receptor; CHO-K1 hM4/Gqi5, Fluo-8 calcium fluorescence, ACh EC20; 0% = ACh EC20, 100% = maximal ACh; activation, % at 3 µM; hit rate 0.4% among 360,000; AID 624126;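 active = activation above its plate's cutoff, the mean activation of sample wells plus 3 SD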; note: some results filed as inactive read as strong as hits
Target sequence (P08173 whole entry, looked up): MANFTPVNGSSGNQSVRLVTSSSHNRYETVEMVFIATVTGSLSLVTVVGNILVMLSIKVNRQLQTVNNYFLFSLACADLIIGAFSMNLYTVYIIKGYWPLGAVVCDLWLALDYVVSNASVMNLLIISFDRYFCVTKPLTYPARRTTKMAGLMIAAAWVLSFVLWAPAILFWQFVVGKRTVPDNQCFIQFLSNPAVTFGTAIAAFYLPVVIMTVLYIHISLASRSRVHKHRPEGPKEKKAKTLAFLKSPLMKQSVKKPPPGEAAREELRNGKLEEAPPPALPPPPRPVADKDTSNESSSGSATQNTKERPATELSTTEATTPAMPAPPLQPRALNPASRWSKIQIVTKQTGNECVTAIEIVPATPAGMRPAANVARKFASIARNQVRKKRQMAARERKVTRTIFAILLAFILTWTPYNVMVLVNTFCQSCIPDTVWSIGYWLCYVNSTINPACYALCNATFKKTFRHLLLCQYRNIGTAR
CHO-K1 Ca ag = M1 agonist counterscreen hit in parental CHO-K1 cells; Fluo-8 calcium fluorescence; scaled to maximal ATP response, vehicle zero; activation, % at 3 µM; hit rate 0.48% among 360,000; AID 602248; in the data active = activation above about 15%;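 note: untransfected CHO-K1 host cells lacking M1 receptor as counterscreen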
M4 antag = antagonists of human muscarinic M4 receptor (CHRM4). inhibition, % at 3 µM. hit rate 0.73% among 360,000. CHO-hM4 cells, ACh EC80, Fluo-8 calcium fluorescence;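 active = inhibition above its plate's cutoff, the mean inhibition of sample wells plus 3 SD, cut at about 27% in these data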;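 note: 0% = acetylcholine EC80 with DMSO and 100% = DMSO without agonist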
CHRM5 PAM = potentiates acetylcholine response at human M5 receptor | activation, % at 3 µM | hit rate 0.3% among 360,000 | CHO-K1 hM5, Fluo-8 calcium, ACh EC20 PAM; 0% = ACh EC20, 100% = ACh EC100 | P08912;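 active = activation above the run cutoff, the mean activation of all test compounds plus 3 SD, cut at about 18% in these data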
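System – CHO-K1 hM5 cells · Compound – 3 µM, single dose · Incubation – compound preincubation 140 s before EC20 acetylcholine addition · Technique – Fluo-8 calcium fluorescence · Measure – Max/basal fluorescence ratio as % of EC20–EC100 ACh window · Benchmarks – low control EC20 acetylcholine (0%), high control EC100 acetylcholine (100%) · Replication – singlicate, one well per test compound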
CHRM4 agonist = CHRM4 agonism in calcium assay | P08173 | CHO-K1 hM4/Gqi5, Fluo-8 calcium fluorescence; vehicle 0%, full acetylcholine response 100% | activation, % at 3 µM | hit rate 0.14% among 360,000;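 active = activation above the run mean over all test wells plus 3 SD, cut at about 32% in these data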;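 note: peak over basal fluorescence ratio per well then scaled between controls; 0% = DMSO wells and 100% = acetylcholine at EC100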
* = called active by the depositor; nt = no result given. Compounds as they come. About 2.7% of those tested had a hit in this group.

molecule	M5 antag	M1 PAM parental	CHO-K1 Ca antag	M5 ag	CHRM4 PAM	CHO-K1 Ca ag	M4 antag	CHRM5 PAM	CHRM4 agonist
CCOC(=O)Cc1csc(NC(=O)Nc2cccc(Cl)c2)n1	29*	-6	15	5	-9	7.8	0	-18	17
NC(=O)CC(NC(=O)Cc1ccc(Br)cc1)c1ccc(NCc2ccc(F)cc2)c([N+](=O)[O-])c1 (centres undefined)	-1	17	-8	1	1	0.5	-4	9	1
CCC(=O)Nc1nnc(SCC(=O)NCc2ccc3c(c2)OCO3)s1	-8	11	3	-4	5	1.2	2	4	1
CCC1(c2ccc(F)cc2)NC(=O)N(CC(=O)c2cc(C)n(C3CC3)c2C)C1=O (centres undefined)	10	28	1	25*	9	26*	-2	-2	12
COc1ccnc(Oc2ccc(F)cc2)c1C(=O)N/C=N/OCc1c(Cl)cccc1Cl	-6	28	-26	1	0	1.6	3	-2	3
COc1ccc(C(=O)Nc2ccc(Cn3ccnc3)cc2)cc1OC	-1	-18	9	1	0	0.5	9	5	0
CCCCCCCCN1C(=O)[C@H](CC(=O)NCCCOC)C[C@@]2(C(=O)OC)CCCCC=C12	1	15	-18	-1	3	1.0	-7	0	1
COc1ccccc1NC(=O)CCC(=O)Nc1nnc(C2CCCCC2)s1	-14	-1	-5	2	5	0.8	-17	0	3
CN1C(N)=NC(=O)/C1=C\c1ccc(Br)cc1	10	1	-11	-1	4	1.3	6	-2	0
CC(=O)N1CCC(C(=O)Nc2ccc(S(=O)(=O)N3CCCC(C)C3)cc2)CC1 (centres undefined)	4	9	-12	-4	3	0.1	3	-3	0
O=C(CCN1C(=O)C2CC=CCC2C1=O)Nc1nccs1 (centres undefined)	3	1	-7	-3	3	0.8	0	1	1
O=C(Nc1ccc(Cl)cc1)C1Cc2c(-c3ccccc3Oc3ccccc3)ccnc2O1 (centres undefined)	2	6	-7	1	-7	0.9	0	-5	0
CSCC(O)Cn1[nH]c(=O)c2cc(Cl)c(Cl)cc2c1=O (centres undefined)	-6	4	-7	-5	-6	-0.6	-7	7	0
CCN1C(=O)/C(=C/c2nc3ccccc3c(=O)n2-c2ccc(C)cc2)c2ccccc21	-6	11	-3	-1	1	0.9	4	-1	2
O=C(O)c1ccc(CSc2nnnn2C2CCCCC2)cc1	1	10	-3	0	0	0.4	-3	-1	0

Among those listed so far, these have a Cl atom:
molecule	M5 antag	M1 PAM parental	CHO-K1 Ca antag	M5 ag	CHRM4 PAM	CHO-K1 Ca ag	M4 antag	CHRM5 PAM	CHRM4 agonist
CCOC(=O)Cc1csc(NC(=O)Nc2cccc(Cl)c2)n1	29*	-6	15	5	-9	7.8	0	-18	17
COc1ccnc(Oc2ccc(F)cc2)c1C(=O)N/C=N/OCc1c(Cl)cccc1Cl	-6	28	-26	1	0	1.6	3	-2	3
O=C(Nc1ccc(Cl)cc1)C1Cc2c(-c3ccccc3Oc3ccccc3)ccnc2O1 (centres undefined)	2	6	-7	1	-7	0.9	0	-5	0
CSCC(O)Cn1[nH]c(=O)c2cc(Cl)c(Cl)cc2c1=O (centres undefined)	-6	4	-7	-5	-6	-0.6	-7	7	0

Profiles, looked up by structure.
Profile of O=C(O)c1ccc(CSc2nnnn2C2CCCCC2)cc1 → M5 antag: 1; M1 PAM parental: 10; CHO-K1 Ca antag: -3; M5 ag: 0; CHRM4 PAM: 0; CHO-K1 Ca ag: 0.4; M4 antag: -3; CHRM5 PAM: -1; CHRM4 agonist: 0
Profile of CN1C(N)=NC(=O)/C1=C\c1ccc(Br)cc1 → M5 antag: 10; M1 PAM parental: 1; CHO-K1 Ca antag: -11; M5 ag: -1; CHRM4 PAM: 4; CHO-K1 Ca ag: 1.3; M4 antag: 6; CHRM5 PAM: -2; CHRM4 agonist: 0
Profile of CSCC(O)Cn1[nH]c(=O)c2cc(Cl)c(Cl)cc2c1=O (centres undefined) → M5 antag: -6; M1 PAM parental: 4; CHO-K1 Ca antag: -7; M5 ag: -5; CHRM4 PAM: -6; CHO-K1 Ca ag: -0.6; M4 antag: -7; CHRM5 PAM: 7; CHRM4 agonist: 0

The list goes on:
molecule	M5 antag	M1 PAM parental	CHO-K1 Ca antag	M5 ag	CHRM4 PAM	CHO-K1 Ca ag	M4 antag	CHRM5 PAM	CHRM4 agonist
Cc1ccc(C)c(NC(=O)CSc2ncnc3nc[nH]c23)c1	4	9	-13	2	1	0.1	-3	-3	1
O=C(Nc1cccc([N+](=O)[O-])c1)N1CCc2ccccc2C1	2	13	7	0	0	8.1	-12	-5	12
C=CCn1c2ccccc2c2nnc(SCC(=O)Nc3c(C)n(C)n(-c4ccccc4)c3=O)nc21	4	16	-9	-2	2	1.7	2	-4	2
CCCC(=O)N/N=C1\CS(=O)(=O)N(C)c2ccsc21	2	-7	3	-1	-18	0.1	51*	-3	3
Cc1ccc(F)cc1NC(=O)c1ccc(NS(=O)(=O)c2ccc(Br)s2)cc1	4	18	-11	-3	-3	1.8	5	-4	0
C=CC[C@]12C=C(OC)C(=O)C=C1O[C@@H](c1ccc3c(c1)OCO3)[C@H]2C	2	-8	3	4	2	3.9	-18	-6	12
Cc1ccc(S(=O)(=O)N2CCCN(Cc3nc4ccccc4c(=O)[nH]3)CC2)cc1	0	-8	18	-2	-2	-0.5	0	-4	3
CC1=C(C(=O)N2CCOCC2)CC(CC(=O)NCC2CCCCC2)C(=O)N1Cc1ccc(F)cc1 (centres undefined)	7	9	7	-1	4	0.2	-3	-1	0
CCN(CC)C(=O)c1ccc(O)c(OC)c1	-2	11	-7	0	-2	-0.1	-16	4	1
N#CCC(=O)Nc1ccc(C(=O)NCc2ccccn2)cc1	7	2	-16	1	1	0.2	-4	5	1
O=C(CN1CCC(O)(c2ccc3c(c2)OCO3)CC1)OC1CCCCC1	0	7	-18	1	-6	2.4	0	-8	2
O=C(N/N=C/C(Br)=C/c1ccccc1)C1CC1	-6	15	-16	3	-3	3.8	-2	9	5
CCOc1cccc(NC(=O)C2CCCN(S(=O)(=O)c3ccc(-n4cnnn4)cc3)C2)c1 (centres undefined)	-3	13	-2	0	-5	0.7	-1	-3	1
COc1ccc(CCNC(=S)NCc2ccc(Cl)c(Cl)c2)cc1OC	3	10	4	0	-9	6.8	0	-13	9
CN(C(=O)c1nn(C)c2c1CSc1ccccc1-2)c1ccc(F)cc1	0	-7	-6	-4	0	1.6	-5	6	3

Pulled by compound from the list above:
molecule	M5 antag	M1 PAM parental	CHO-K1 Ca antag	M5 ag	CHRM4 PAM	CHO-K1 Ca ag	M4 antag	CHRM5 PAM	CHRM4 agonist
Cc1ccc(F)cc1NC(=O)c1ccc(NS(=O)(=O)c2ccc(Br)s2)cc1	4	18	-11	-3	-3	1.8	5	-4	0
O=C(O)c1ccc(CSc2nnnn2C2CCCCC2)cc1	1	10	-3	0	0	0.4	-3	-1	0

The list goes on:
molecule	M5 antag	M1 PAM parental	CHO-K1 Ca antag	M5 ag	CHRM4 PAM	CHO-K1 Ca ag	M4 antag	CHRM5 PAM	CHRM4 agonist
c1ccc2c(C3=NNC(=NC4CC4)SC3)c[nH]c2c1	-6	19	-4	-4	-3	-0.1	-10	0	0
CC(C)C(NS(=O)(=O)c1ccccc1)C(=O)N1CCCC1 (centres undefined)	-24	9	-4	2	1	0.7	-9	15	-1
O=C(COC(=O)c1cccnc1Nc1cccc(C(F)(F)F)c1)NCc1ccc2c(c1)OCO2	4	20	-12	0	3	0.3	-9	0	1
CCN1CCN(S(=O)(=O)c2ccc(OC)c(NC(=O)c3ccccc3F)c2)CC1	-3	14	-5	-2	12	-0.1	-12	3	-1
O=S1(=O)N=C(N(CCO)/N=C/c2ccncc2)c2ccccc21	7	10	-1	-3	10	0.2	-13	11	2
CCCCN(C)CCNC(=O)c1nn(-c2ccc(OC)cc2)c(=O)c2c1c1ccccc1n2C	-9	14	10	-5	-3	0.3	6	6	1
CCN(CC)CCCNC(=O)CCC(=O)NNc1nc2ccccc2c2nc(C)nn12	12	9	-5	-1	0	-0.1	4	-10	1
O=C(O)c1cc(S(=O)(=O)N2CCN(C(=O)c3ccco3)CC2)c(Cl)cc1Cl	0	17	-5	-5	14*	0.1	-30	-1	2
O=[N+]([O-])c1ccc(CN2CC(N3CCCC3)CS2(=O)=O)cc1 (centres undefined)	-8	1	-1	-1	-2	0.1	-5	1	-1
Cc1ccc(OCc2n[nH]c(=S)n2C2CCCCC2)cc1	-1	16	-8	-1	7	2.3	1	6	1
O=C1CSc2ccc(S(=O)(=O)N3CCN(c4ccccc4F)CC3)cc2N1	-3	15	-11	0	-4	3.6	-8	-1	3
NC(=O)c1ccc(Oc2ccc3c(c2)CCC3)c([N+](=O)[O-])c1	-6	3	-20	-6	-4	3.0	11	-1	1
COc1ccc(S(=O)(=O)N2C[C@@H](O)COC[C@@H]3O[C@H](CC(=O)NCCCN4CCOCC4)CC[C@H]32)cc1	3	nt	nt	3	16	nt	-11	2	1
COc1ccc(C(CNC(=O)c2oc3ccc(C)cc3c2C)N2CCCCC2)cc1 (centres undefined)	7	6	-13	-8	-2	0.0	7	2	0
CCCCNC(=S)N1CCN(c2nc3ccccc3s2)CC1	14	12	-8	6	-15	13	0	-23	16

The listing continues:
molecule	M5 antag	M1 PAM parental	CHO-K1 Ca antag	M5 ag	CHRM4 PAM	CHO-K1 Ca ag	M4 antag	CHRM5 PAM	CHRM4 agonist
O=C1CC(c2nc3ccccc3[nH]2)CN1c1ccccc1 (centres undefined)	-2	17	-2	1	5	0.8	4	-1	3
C[C@@H]1CN([C@H](C)CO)C(=O)CCCn2nncc2CO[C@@H]1CN(C)C(=O)CCC(F)(F)F	-9	-9	18	0	2	-0.4	-21	2	1
O=C(O)CCc1ccc(-c2cccs2)n1NC(=O)c1cccs1	10	16	2	-3	3	0.3	-6	-3	1
CCN(CC)CCN(C)C(=O)c1ccc(OC2CCN(C(=O)C3CC3)CC2)cc1	-15	14	1	-3	0	-0.3	7	3	1
Cc1cc(-c2ccccc2)n(-c2ccc(C(=O)NC(C)C)cc2)n1	5	14	-4	-4	-1	0.5	-2	2	2
CC(=O)Nc1ccc(-c2nc3cc(Cl)ccc3o2)cc1	-3	14	-6	0	-1	0.9	-3	-4	1
COc1ccc(NC(=O)CCNS(=O)(=O)c2cc(Br)cnc2N)c(OC)c1	-2	10	-11	-4	-1	1.7	-8	6	4
Cc1cccc(NS(=O)(=O)c2ccc(C)c(C(=O)NCC(c3cccs3)N(C)C)c2)c1 (centres undefined)	11	20	-1	-3	4	2.3	-7	2	4
COc1ccc(-c2c3c(=O)n(C)c(=O)n(C)c3cn2-c2ccc(O)cc2)cc1	-3	-23	13	5	10	0.3	-1	8	0
Cc1cc(C)cc(-c2nnc(SCC(=O)N3CCN(C(=O)c4ccco4)CC3)o2)c1	3	-2	2	1	-3	2.4	-2	-8	11
CCC1Oc2ccccc2N(CC(=O)NCCCN2CCCC2)C1=O (centres undefined)	4	24	-16	-2	0	1.4	3	1	0
CCc1ccc(CN2CC(C(=O)O)CC2=O)cc1 (centres undefined)	1	17	-19	0	8	1.1	-16	-3	3

Screening results deposited in PubChem by The Scripps Research Institute Molecular Screening Center.
